HUVEC tox IL1B – HUVEC cytotoxicity counter-screen, IL-1B stimulated; cell count reduction, % at 2 µM; AID 845; 94,000 compounds, 0.41% hits; HUVEC cell count loss, Hoechst imaging;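 active = cell count reduction more than 3 SD above the screen-wide mean, cut at about 70% in these data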;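 also: normalized per plate to untreated control cells as the no-loss baseline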
ERb SRC1 inh – blocks coactivator binding to human estrogen receptor beta | AID 633 | 86,000 compounds, 1.3% hits | Q92731 | TR-FRET ER-beta LBD / SRC1-Cy5 peptide binding; receptor agonist-loaded with 1 µM estradiol | inhibition, % at 25.6 µM;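 active = compounds whose percent inhibition of the receptor-coactivator binding signal exceeds about 50% in the single-dose screen, limit read from the data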;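 also: 0% = receptor plus peptide wells without compound and 100% = peptide-only wells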
sEH inhibitor – blocks human soluble epoxide hydrolase activity. 91,000 compounds, 0.34% hits. recombinant human sEH enzymatic activity assay. P34913. inhibition, % at 2 µM; in the data active = inhibition above about 80%; also: values of inactives mirror those of a sister screen read the other way; many of its hits are not listed in these tables
Target sequence (P34913 whole entry, looked up): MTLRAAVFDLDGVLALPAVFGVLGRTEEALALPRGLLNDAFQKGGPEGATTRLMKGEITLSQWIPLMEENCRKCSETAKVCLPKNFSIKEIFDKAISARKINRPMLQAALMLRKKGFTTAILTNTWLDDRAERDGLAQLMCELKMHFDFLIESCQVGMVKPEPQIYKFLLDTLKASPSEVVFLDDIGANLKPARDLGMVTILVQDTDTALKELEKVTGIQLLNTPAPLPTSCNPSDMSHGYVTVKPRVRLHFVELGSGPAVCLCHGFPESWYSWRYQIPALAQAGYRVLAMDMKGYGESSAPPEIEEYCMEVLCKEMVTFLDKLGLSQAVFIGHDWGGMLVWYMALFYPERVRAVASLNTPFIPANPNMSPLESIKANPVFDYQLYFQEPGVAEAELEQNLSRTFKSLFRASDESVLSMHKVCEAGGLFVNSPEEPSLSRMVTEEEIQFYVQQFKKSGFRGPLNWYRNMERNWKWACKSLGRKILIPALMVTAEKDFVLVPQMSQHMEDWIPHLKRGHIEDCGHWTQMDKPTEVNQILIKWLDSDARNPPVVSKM
sEH activator – soluble epoxide hydrolase (human) activation; P34913; purified human sEH enzymatic activity, activator screen; activation, % at 2 µM; 91,000 compounds, 0.04% hits; AID 717; in the data active = activation above about 37%; also: values of inactives mirror those of a sister screen read the other way
HUVEC tox TNFa – HUVEC cytotoxicity counter-screen, TNF alpha stimulated; 93,000 compounds, 0.17% hits; cell count reduction, % at 2 µM; AID 848; HUVEC TNFalpha-stimulated, Hoechst cell count, imaging;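 active = cell count reduction exceeding the screen mean by over 5 SD, scaled to untreated wells per plate, cut at about 78% in these data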;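 also: cells counted after 24 h of TNF alpha exposure following the 1 h pretreatment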
cytoskel mod – cytoskeleton assembly modification; 91,000 compounds, 0.18% hits; AID 836; HUVEC TNFa F-actin phalloidin imaging, high content; inhibition, % at 2 µM;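 active = inhibition above the batch mean plus 3 SD and confirmed as a hit by visual image inspection, cut at about 30% in these data, passing the limit was not always enough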; also: strong numbers were not always called active
Calb biofilm kill – kills Candida albicans biofilms | C. albicans biofilm + clotrimazole, Alamar Blue | inhibition, % at 6 µM | 85,000 compounds, 0.14% hits | AID 834;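 active = inhibition above 20%; inactive = inhibition below 20%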;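 also: preformed 24 hr biofilms exposed to compound for 48 hr; 0% = biofilm without compound and 100% = blank killed by clotrimazole plus chlorhexidine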
VCAM1 TNFa inh – reduces TNF alpha induced VCAM1 expression in HUVEC | HUVEC TNFa-induced VCAM-1 immunofluorescence, high-content imaging | inhibition, % at 2 µM | 95,000 compounds, 0.48% hits | AID 802;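 active = inhibition above the batch mean plus 3 SD, with images confirmed as a hit by eye, cut at about 37% in these data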;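 also: 0% = TNF-stimulated DMSO wells and 100% = unstimulated control wells; not every result past the cut was called active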
Smad3 inh – inhibitors of human Smad3 transcription factor binding; P84022; AID 630; 88,000 compounds, 0.29% hits; inhibition, % at 25 µM; TR-FRET Smad3/Dy647-FoxH1 peptide binding, europium anti-His;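 active = compounds that reduce the energy-transfer binding signal between the protein and its labelled peptide by more than half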;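 also: 0% = Smad3 plus labelled peptide maximal FRET and 100% = peptide-only background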
The depositor's hits bear a star; / = not tested or not shown; [ ] = remark or other dose. Some of the compounds tested. The share of hits here may be higher or lower than overall.

Start of the data: the first 14 entries (preview)
SMILES	HUVEC tox IL1B	ERb SRC1 inh	sEH inhibitor	sEH activator	HUVEC tox TNFa	cytoskel mod	Calb biofilm kill	VCAM1 TNFa inh	Smad3 inh
COc1ccc(-n2c(SCC(=O)Nc3ccccc3)nnc2-c2ccc(NS(=O)(=O)c3ccc(C)cc3)cc2)cc1	2	/	1	-3	0	5	/	-15	/
Cc1cc(C(=O)N2CCOCC2)n(-c2ccccc2)n1	0	8	-6	7	-19	12	1	0	-8
CCOC(=O)C1=C(C)Nc2nc(SC)nn2C1c1ccc(C(=O)OC)cc1 (stereo unspecified)	-2	0	-8	10	-4	/	5	-15	2[fluorescence artefact?]
O=C(Nc1ccccc1)c1cnc2n(c1=O)CCS2	-58	6	-16	15	-9	10	1	6	3
Cn1cccc1C(=O)NC(=O)CSc1nc2ccccc2s1	-26	6	10	-8	-20	/	5	26	2
O=C1CC(c2ccc3c(c2)OCO3)CN1 (stereo unspecified)	-42	9	/	/	-29	1	6	8	5
O=C(CCc1ccccc1)Nc1nncs1	-2	-9	33	-31	3	-8	2	-4	-3
CCC(C)NC(=O)Cc1cn(C)c2ccccc12 (stereo unspecified)	5	-11	-10	5	-8	/	0	14	-8
CCCCc1nnc(NC(=O)CCSc2ccccc2)s1	5	-6	21	-19	-5	0	4	-19	-8
CCOC(=O)c1cnn(-c2cc(Oc3cccc(C)c3)ncn2)c1N	-8	/	0	2	-20	3	/	4	/
CCOc1ccc(OCC)c(NC(=O)CN2CCN(CC)CC2)c1	-7	-16[fluorescence artefact?]	-4	7	-15	10	4	10	0[fluorescence artefact?]
COCc1cc(=O)n2[nH]c(-c3ccccc3)cc2n1	3	-4[fluorescence artefact?]	-4	4	-10	0	4	2	5
COc1cc2c(C(=O)Nc3ccc4c(c3)OCO4)cn(CC(C)C)c(=O)c2cc1OC	-3	-1	6	-7	-10	-11	7	13	-15
CC(C)=C1SC(N2CCOCC2)=NC1=O	10	-3[fluorescence artefact?]	-21	20	6	9	1	-11	2

Main list, repeating the preview:
SMILES	HUVEC tox IL1B	ERb SRC1 inh	sEH inhibitor	sEH activator	HUVEC tox TNFa	cytoskel mod	Calb biofilm kill	VCAM1 TNFa inh	Smad3 inh
COc1ccc(-n2c(SCC(=O)Nc3ccccc3)nnc2-c2ccc(NS(=O)(=O)c3ccc(C)cc3)cc2)cc1	2	/	1	-3	0	5	/	-15	/
Cc1cc(C(=O)N2CCOCC2)n(-c2ccccc2)n1	0	8	-6	7	-19	12	1	0	-8
CCOC(=O)C1=C(C)Nc2nc(SC)nn2C1c1ccc(C(=O)OC)cc1 (stereo unspecified)	-2	0	-8	10	-4	/	5	-15	2[fluorescence artefact?]
O=C(Nc1ccccc1)c1cnc2n(c1=O)CCS2	-58	6	-16	15	-9	10	1	6	3
Cn1cccc1C(=O)NC(=O)CSc1nc2ccccc2s1	-26	6	10	-8	-20	/	5	26	2
O=C1CC(c2ccc3c(c2)OCO3)CN1 (stereo unspecified)	-42	9	/	/	-29	1	6	8	5
O=C(CCc1ccccc1)Nc1nncs1	-2	-9	33	-31	3	-8	2	-4	-3
CCC(C)NC(=O)Cc1cn(C)c2ccccc12 (stereo unspecified)	5	-11	-10	5	-8	/	0	14	-8
CCCCc1nnc(NC(=O)CCSc2ccccc2)s1	5	-6	21	-19	-5	0	4	-19	-8
CCOC(=O)c1cnn(-c2cc(Oc3cccc(C)c3)ncn2)c1N	-8	/	0	2	-20	3	/	4	/
CCOc1ccc(OCC)c(NC(=O)CN2CCN(CC)CC2)c1	-7	-16[fluorescence artefact?]	-4	7	-15	10	4	10	0[fluorescence artefact?]
COCc1cc(=O)n2[nH]c(-c3ccccc3)cc2n1	3	-4[fluorescence artefact?]	-4	4	-10	0	4	2	5
COc1cc2c(C(=O)Nc3ccc4c(c3)OCO4)cn(CC(C)C)c(=O)c2cc1OC	-3	-1	6	-7	-10	-11	7	13	-15
CC(C)=C1SC(N2CCOCC2)=NC1=O	10	-3[fluorescence artefact?]	-21	20	6	9	1	-11	2
Clc1ccc(-c2nnc3n2CCCCC3)cc1	/	2	8	-10	-16	-21	2	-1	-3
CC(C)CCNC(=O)C(c1cccnc1)N(CCc1ccccc1)C(=O)Cn1nnc2ccccc21 (stereo unspecified)	13	-7[fluorescence artefact?]	-2	0	-1	-18	11	5	55*
O=S(=O)(c1cccc(C(F)(F)F)c1)N1CCN(c2nnnn2-c2ccccc2)CC1	0	3[fluorescence artefact?]	6	-6	-8	-12	4	2	25[fluorescence artefact?]
O=C(Cc1c[nH]c2ccccc12)OCCOC(=O)Cc1c[nH]c2ccccc12	-31	-7	1	-2	12	-11	8	10	1
C=CCSc1n[nH]c(-c2ccccc2)n1	14	-17	-3	1	25	/	5	-14	-17
COc1cccc(-n2c(SC)nnc2-c2cnccn2)c1	1	1[fluorescence artefact?]	11	-10	-36	28	5	0	1
CC(C)NC(=O)c1ccccc1-c1nc(-c2ccccc2Cl)no1	-15	-9	5	-5	-38	-4	7	2	-12
CCOC(=O)c1cccc(NC(=O)C2CCC(CNc3c(N4CCOCC4)c(=O)c3=O)CC2)c1 (stereo unspecified)	-4	4	15	-15	-23	23	9	10	0
Cc1nn(Cc2ccccc2)c(C)c1NC(=O)CSc1nc(-c2ccccc2)nc2c1cnn2-c1ccccc1	-5	37[fluorescence artefact?]	-10	12	-24	22	0	1	11
Cc1ccc2nc(-c3ccc(O)cc3)c(Nc3ccc4c(c3)OCCO4)n2c1	37	9	-13	13	6	-7	7	-11	6
COc1ccc(NC(=O)CCCn2c(=S)[nH]c3ccccc3c2=O)cc1	-7	6[fluorescence artefact?]	14	-15	-1	-2	13	-7	-1
O=C(NCc1ccc(Cl)cc1)c1ccccc1Oc1ccccc1	-43	/	7	-5	-8	23	/	4	/
COc1ccccc1NC(=O)c1nnn(CC(=O)Nc2cccc(SC)c2)c1N	-4	11	5	-4	-21	1	7	43	20[fluorescence artefact?]
CC1CCN(C(=O)CN(CCc2ccccc2)S(C)(=O)=O)CC1	-13	-32[fluorescence artefact?]	9	-9	-20	3	10	-9	9[fluorescence artefact?]
O=C(Nc1nncs1)c1ccc(N2C(=O)C3C4C=CC(C4)C3C2=O)cc1 (stereo unspecified)	-3	-11	-9	8	2	24	4	-9	-3
CC1CN(C(=O)CSc2nnc(-c3ccc(Cl)cc3)n2C)CC(C)O1 (stereo unspecified)	8	17[fluorescence artefact?]	-1	3	-1	-13	7	13	-7
COC(=O)CNC(=O)CN1C(=O)N(c2ccc(Cl)cc2)C(N(O)C(=O)Nc2ccc(Cl)cc2)C1(C)C (stereo unspecified)	-9	-4	7	-5	13	17	1	-16	-12
CCc1ccccc1NC(=O)N[C@H](C(=O)O)C(C)C	6	0	-12	14	6	-5	2	24	-1
CC1CCN(Cc2nc(-c3ccccc3)no2)CC1	-17	8[fluorescence artefact?]	2	-1	/	/	-2	/	6
Cc1cc(Br)c2[nH]c3c(c2c1)CCCC3=O	-119	3	0	-1	-9	-25	8	5	-7
Cc1cccc(OCc2nnc(SCC(=O)N3c4ccccc4CC3C)n2C)c1C (stereo unspecified)	-12	-8	-7	7	-8	-10	11	-3	4[fluorescence artefact?]
CCOC(=O)C1C2C=CC3(CN(CCc4ccccc4)C(=O)C13)O2 (stereo unspecified)	-20	-24[fluorescence artefact?]	10	-6	/	/	4	/	7
CCC(C)NC(=O)/C(=C/c1ccco1)c1ccccc1 (stereo unspecified)	-137	/	11	-13	-26	-3	/	-9	/
Cc1ccc(Cn2ccc(=O)c(OCc3ccccc3)c2C)cc1	/	-4	-2	0	4	0	-3	10	-6
CCCC(=O)Nc1ccc(C(=O)n2nnc3ccccc32)cc1	-28	7	5	-4	7	-6	0	22	8
CCOC(=O)N1CCN(c2nc(C(F)(F)F)nc3c(C)cc(C)cc23)CC1	-11	-9	-12	11	-5	3	6	0	4
CCOC(=O)Nc1nnc(-c2ccc(OC)cc2)s1	/	-8[fluorescence artefact?]	-12	13	-4	-1	5	4	-1
C/C(N)=C(/C#N)C(=O)COC(=O)c1ccncc1	0	30	-18	16	0	-1	5	-21	7[fluorescence artefact?]
Cc1ccc(-c2nc3ccccc3o2)cc1NC(=O)c1ccc2c(c1)OCO2	-1	1[fluorescence artefact?]	-15	13	-7	10	4	-15	10
Cc1ccc(-c2cc(C(F)(F)F)n3ncc(C(=O)N4CCN(C)CC4)c3n2)cc1	-31	-2[fluorescence artefact?]	3	-5	-7	0	5	17	8
CC(C)(C)N(NC(=O)Nc1ccccc1)C(=O)c1ccccc1Cl	-69	/	-4	7	4	-28	/	-9	/
Cc1c(NC(=O)/C(=C\c2ccccc2)NC(=O)c2ccccc2)c(=O)n(-c2ccccc2)n1C	-43	/	10	-8	1	-35	/	0	/
CN(C)c1nc(N)nc(CSc2nnnn2-c2ccccc2)n1	0	-5[fluorescence artefact?]	22	-22	-48	/	5	1	9
O=C(CSc1nnc(-c2c[nH]c3ccccc23)o1)c1ccccc1	-14	/	-6	4	-14	21	/	-5	/
CCOC(=O)c1cc(C(=O)OCC)cc(-n2cc(O)c(C(=O)OCC)n2)c1	-3	-3	-2	4	-14	3	5	15	-3
COc1ccnc(Oc2ccc(F)cc2)c1C(=O)N/C=N/OCc1c(Cl)cccc1Cl	-28	/	-2	4	-1	41	/	-6	/

Screens from PubChem.
